Mm-Cpn inhibitor = Inhibitors of TCP-1 ring complex (TRiC) of Methanococcus maripaludis (MmCpn): qHTS; Chaperonin Mm-Cpn (Methanococcus maripaludis); purified Mm-Cpn ATPase, ADP Transcreener TR-FRET; Potency, µM (series often up to 76.9 µM), for the others: at the highest dose activity, negative = inhibition, usual class: inhibitors; 0.031% of 330,000 active; note: potency is the fitted concentration of half-maximal effect; % is set by controls: 0 for no effect and ±100 for the full control effect; nearly all actives have a fitted effect of over 80% in size
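Compound-treated chaperonin, 25 nM final, turns over 10 uM ATP at 37°C for 30 min following a 10 min preincubation; ADP generated competes with ADP-d2 for Eu-cryptate antibody, lowering FRET.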
Akt phos inh = HTS Assay for Inhibitors of Akt Phophorylation: Primary Screen; 0.32% of 360,000 active; activity change, % for hits at 50 µM; Neuro2A IGF-stimulated pAkt S473 HTRF, 20 min; stronger effect = lower value; in the data active = activity change below about -80%; inconclusive = mostly about -51% to -80%; note: % is set by controls: 0 for no effect and ±100 for the full control effect
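Neuro2A cells (4,500/well, DMEM with 0.5% FBS) were treated with compound at a single 50 µM final concentration, stimulated with 6 nM IGF for 20 min at 37 °C, and lysed. Phospho-Akt Ser473 was read by HTRF as 665/615 ratio ×10^4.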
Nrf2 block = Nrf2 qHTS screen for inhibitors. A549 ARE-Fluc reporter, luciferase luminescence, 18-24 h. Potency, µM (series often up to 46 µM), inactives show top-dose activity change, negative = inhibition, hits mostly inhibitors. 2.1% of 360,000 active. AID 504444, 2011; note: potency is the fitted concentration of half-maximal effect; % is set by controls: 0 for no effect and ±100 for the full control effect; nearly all actives have a fitted effect of over 60% in size
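Nrf2 activity is the BugLite luminescence, read 15 min after reagent at room temperature, following CellTiter-Fluor cytotoxicity readout (30 min, 37C). Compound titrations were applied for 18-24 h to 5000 A549 ARE_Fluc cells/well in 5% FBS OPTI-MEM.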
A549 tox = Nrf2 qHTS screen for inhibitors: counterscreen for cytotoxicity. A549 ARE-Fluc cells, CellTiter-Fluor viability, 18-24 h. Potency, µM (top dose mostly 46 µM), without a hit: top-dose activity change, negative = cytotoxicity, hits mostly inhibitors. 0.16% of 390,000 active. AID 504648, 2011; note: potency is the fitted concentration of half-maximal effect; % is set by controls: 0 for no effect and ±100 for the full control effect
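A549 ARE-Fluc cells in 5% FBS OPTI-MEM, 5000 cells/well, rested 2 h then exposed to compounds in concentration-response for 18-24 h at 37 °C. Viability by CellTiter-Fluor fluorescence (Ex 405/Em 525) after 30 min; luciferase luminescence (BugLite, 15 min, RT) read afterwards.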
EPAC2 antag = qHTS for Antagonist of cAMP-regulated guanine nucleotide exchange factor 2 (EPAC2): primary screen. EPAC2 GEF exchange of Rap1B-BODIPY-GDP, fluorescence. Potency, µM (top dose mostly 114 µM), without a hit: at the top dose activity, negative = inhibition, actives largely listed as inhibitors. 0.18% of 360,000 active. AID 720708, 2013; note: potency is the fitted concentration of half-maximal effect; % is set by controls: 0 for no effect and ±100 for the full control effect; nearly all actives have a fitted effect of over 45% in size; many of its hits are not listed in these tables
Target sequence (Q8WZA2 whole entry, looked up): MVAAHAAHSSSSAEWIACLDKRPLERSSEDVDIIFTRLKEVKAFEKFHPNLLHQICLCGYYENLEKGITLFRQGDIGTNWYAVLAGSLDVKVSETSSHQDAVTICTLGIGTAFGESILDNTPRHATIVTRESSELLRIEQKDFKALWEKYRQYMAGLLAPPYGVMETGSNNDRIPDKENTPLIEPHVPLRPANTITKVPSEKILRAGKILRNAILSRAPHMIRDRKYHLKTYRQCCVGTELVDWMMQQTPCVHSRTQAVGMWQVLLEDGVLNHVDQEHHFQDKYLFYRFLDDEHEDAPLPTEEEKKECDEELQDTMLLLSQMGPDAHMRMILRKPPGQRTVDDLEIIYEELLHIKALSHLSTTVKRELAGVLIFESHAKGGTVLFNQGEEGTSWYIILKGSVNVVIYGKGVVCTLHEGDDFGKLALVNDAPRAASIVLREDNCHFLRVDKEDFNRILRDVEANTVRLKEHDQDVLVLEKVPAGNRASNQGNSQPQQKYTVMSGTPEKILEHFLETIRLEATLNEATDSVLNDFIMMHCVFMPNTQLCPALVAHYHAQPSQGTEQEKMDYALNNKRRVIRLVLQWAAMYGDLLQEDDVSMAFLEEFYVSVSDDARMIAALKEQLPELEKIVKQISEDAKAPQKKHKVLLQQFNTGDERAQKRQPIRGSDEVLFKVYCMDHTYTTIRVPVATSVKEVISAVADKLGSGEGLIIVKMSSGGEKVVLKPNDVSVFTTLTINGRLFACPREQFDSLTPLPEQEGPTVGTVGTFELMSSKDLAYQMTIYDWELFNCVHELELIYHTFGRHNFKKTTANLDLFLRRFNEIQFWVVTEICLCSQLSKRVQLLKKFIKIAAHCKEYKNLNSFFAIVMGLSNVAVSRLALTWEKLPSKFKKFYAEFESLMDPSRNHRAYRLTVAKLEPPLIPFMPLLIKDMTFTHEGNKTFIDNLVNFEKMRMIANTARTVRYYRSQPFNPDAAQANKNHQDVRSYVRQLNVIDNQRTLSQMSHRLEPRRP
CCT modulator = High-Throughput Screening for Modulators of Cytosolic Chaperonin Activity | purified chaperonin ATPase assay, HTRF ADP detection, 30 min | activity change, % (concentration not given with the values), hits read low | 0.3% of 360,000 active | AID 651819, 2012; in the data active = activity change below about -30%; note: % is set by controls: 0 for no effect and ±100 for the full control effect
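Enzyme 40 or 20 nM (batch-dependent) in Tris pH 7.4/KCl/MgCl2/DTT; cpd 76 uM single point; ATP 10 uM; 30 min 37 °C; Transcreener ADP HTRF detection, 30 min RT; ratio 665/615.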
Nrf2 ARE act = qHTS of Nrf2 Activators; AREc32 ARE-luciferase reporter (MCF7-derived line), luminescence, 24 h; Potency, µM (top dose mostly 46.1 µM), without a hit: top-dose activation, actives largely listed as activators; 0.31% of 410,000 active; AID 624171, 2012; note: potency is the fitted concentration of half-maximal effect; % of control where 0% means no effect; nearly all actives have a fitted effect of over 65% in size
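Cells of the AREc32 ARE-luciferase line are plated in OPTI-MEM containing 5% FBS and left overnight at 37 deg C. Compounds are pinned in, incubation continues 24 hr, and firefly luciferase signal is then measured.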
EPAC2 ag = qHTS for Agonist of cAMP-regulated guanine nucleotide exchange factor 4 (EPAC2): primary screen; Rap guanine nucleotide exchange factor 4 (Homo sapiens), Q8WZA2; EPAC2 activation, biochemical qHTS; response scale: 100% = 6.5 mM cAMP response; Potency, µM (highest dose often 154 µM), without a hit: at the top dose activation, hits mostly activators; 0.079% of 360,000 active; AID 720711, 2013; note: potency is the fitted concentration of half-maximal effect; nearly all actives have a fitted effect of over 50% in size
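In this primary screen, activation is scored as increased exchange of BODIPY-GDP from Rap1B by 100 nM EPAC2, with 50 uM GDP as competitor. Signal is normalized to the 6.5 mM cAMP agonist control.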
TGFb SMAD3 inh = qHTS for Inhibitors of TGF-b | HepG2 CAGA-GFP TGF-b/SMAD3 reporter, GFP fluorescence, 18 h; TGF-beta stimulated, 500 pg/mL final | Potency, µM (series often up to 46.1 µM), for inactives: at the highest dose activity, negative = inhibition, usual class: inhibitors | 1.2% of 410,000 active | AID 588855, 2011; note: potency is the fitted concentration of half-maximal effect; % is set by controls: 0 for no effect and ±100 for the full control effect; nearly all actives have a fitted effect of over 65% in size
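HEPG2 CAGA-GFP, 1000 cells/well; 2 h settle, 37 C; cpd via pin tool; TGF-b 500 pg/mL final; 18 h, 37 C; GFP imaging ex488/em500-530; %Activity normalised to -TGF-b and +DMSO controls; CRC fit, curve class.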
* = called active by the depositor; i = inactive; ? = inconclusive; . = no result given. Unless noted, calls come from the whole dose curve; as a rule, active = well fitted curve in the direction sought with a large enough effect; inconclusive = small, poorly fitted or top-dose-only effect, or another doubt; inactive = no such curve, though single readings can be large; an effect the other way counts as inactive or inconclusive. An excerpt; count on the stated rates, not on these rows.

entry	structure	EPAC2 ag	EPAC2 antag	CCT modulator	Nrf2 block	A549 tox	Akt phos inh	TGFb SMAD3 inh	Nrf2 ARE act	Mm-Cpn inhibitor
1	O=C1NCCN1CCNS(=O)(=O)c1ccccc1[N+](=O)[O-]	3.3%	5.6%	2.1	-15.4%	2.1%	i	-16.5%	-0.8%	0.5%
2	CNC(=O)c1cc2cccc(OC)c2oc1=O	9.3%	-2.5%	-0.9	0.5%	13.8%	i	2.8%	1.5%	-1.1%
3	Cc1nc(Sc2ccccc2)c(C#N)c(C)c1[N+](=O)[O-]	-1.1%	-22.6%	-0.1	-25.3%	1.9%	i	-15.4%	?	2.0%
4	CNC(=O)c1cc2cc(OC)ccc2oc1=N	4.6%	11.4%	1.0	-15.1%	3.0%	i	-3.1%	2.2%	-4.8%
5	COc1cccc(C2C(C(=O)c3cccs3)=C(O)C(=O)N2CCN2CCOCC2)c1OC (stereo not given)	2.7%	0.6%	0.4	11.1%	-10.3%	i	4.5%	-0.3%	-1.4%
6	CC1=Nc2ccc(Br)cc2C(c2ccccc2)N1CC(=O)O (stereo not given)	-1.7%	12.2%	-1.5	-0.7%	4.9%	i	6.3%	-0.7%	0.0%
7	CC(O)(c1cccnc1)c1nc(-c2cccc(C#N)c2)cs1 (stereo not given)	6.6%	7.0%	-1.6	.	.	i	2.8%	0.9%	.
8	COc1cccc(CNC(=O)c2ccc(CS(=O)Cc3ccccc3Cl)o2)c1 (stereo not given)	12.3%	-27.3%	-1.8	.	.	i	16.1%	-0.4%	.
9	CCOc1ccc(N(CC(=O)Nc2cccc(OC)c2)S(C)(=O)=O)cc1	1.7%	-4.1%	0.1	12.7%	0.0%	i	-2.4%	3.4%	1.3%
10	C/C(=N/NC(=O)CCC(=O)Nc1cccc(Cl)c1)c1ccc(C)cc1	-8.7%	6.0%	-0.2	5.2%	-5.4%	i	7.6%	0.7%	2.1%
11	Cc1oc(-c2ccc(Cl)cc2)nc1CS(=O)CC(=O)NCCCN1CCN(Cc2ccccc2)CC1 (stereo not given)	-3.6%	1.8%	1.4	5.8µM*	-3.5%	i	?	2.8%	-0.8%
12	Nc1ccc(Cc2ccccn2)cc1	8.9%	-3.7%	-1.4	5.3%	2.8%	i	-19.9%	-0.7%	0.4%
13	CCC(C)(C)NC(=O)C(c1cccc(OC)c1)N(C(=O)CNC(=O)c1cccs1)c1cccnc1 (stereo not given)	8.6%	3.5%	-0.3	-11.0%	-6.5%	i	-3.8%	0.1%	-0.2%
14	O=C1/C(=C/c2cccs2)CCC/C1=C\c1cccs1	7.5%	-3.0%	2.5	?	0.7%	i	?	?	-3.8%
15	COc1cc(N)c(Cl)cc1C(=O)OC(C)C(=O)Nc1cccc(S(=O)(=O)N2CCOCC2)c1 (stereo not given)	8.1%	-2.9%	-2.3	?	-16.6%	i	?	1.9%	2.3%
16	COc1ccc2nc(NC(=O)CN3C(=O)NC4(CCCCC4)C3=O)sc2c1	-3.2%	-2.7%	-0.8	19.1%	-0.9%	i	0.7%	3.1%	-0.2%
17	O=C(c1ccco1)N1CCC(c2nc(-c3ccc(F)cc3)no2)CC1	1.9%	4.8%	-34.8*	?	1.8%	i	23.2%	0.3%	3.7%
18	CCC(CO)NS(=O)(=O)c1cc(-c2nn(C)c(=O)c3ccccc23)ccc1C (stereo not given)	5.0%	3.6%	-1.0	?	1.0%	i	13.8%	3.5%	?
19	CCOc1ccccc1NC(=O)c1nc(SC(C)C)ncc1Cl	.	.	.	5.4%	2.5%	.	-11.5%	26.0%	.
20	CN(Cc1ccon1)Cc1cn(C)nc1-c1ccc(Oc2ccccc2)cc1	3.2%	-20.0%	0.5	-8.1%	0.8%	i	-19.8%	-0.4%	-0.8%
21	CCOC(=O)N1CCc2c(sc3c2c(=O)n(Cc2ccccc2)c(=O)n3CC(=O)NCCOC)C1	4.8%	7.0%	-2.8	-1.8%	-2.6%	i	12.0%	-0.4%	0.1%
22	COC(=O)c1cn(NC(=O)C2COc3ccccc3O2)c(=O)c2ccccc12 (stereo not given)	16.2%	-2.9%	-1.1	-32.7%	2.2%	i	-4.3%	0.1%	0.1%
23	Cc1ccccc1C(=O)N1CCC1(C)C(=O)NC(C)C (stereo not given)	6.0%	19.8%	0.8	.	.	i	21.1%	-1.3%	.
24	COC(=O)[C@]1(C)N[C@H](CN(C)C(=O)NC(C)C)[C@@H]2C(=O)N(Cc3ccccc3)C(=O)[C@@H]21	2.1%	-15.6%	-0.5	5.3%	-4.1%	i	0.0%	-0.2%	-6.2%

Filtered by structure: those above with a Cl atom (5)
entry	structure	EPAC2 ag	EPAC2 antag	CCT modulator	Nrf2 block	A549 tox	Akt phos inh	TGFb SMAD3 inh	Nrf2 ARE act	Mm-Cpn inhibitor
8	COc1cccc(CNC(=O)c2ccc(CS(=O)Cc3ccccc3Cl)o2)c1 (stereo not given)	12.3%	-27.3%	-1.8	.	.	i	16.1%	-0.4%	.
10	C/C(=N/NC(=O)CCC(=O)Nc1cccc(Cl)c1)c1ccc(C)cc1	-8.7%	6.0%	-0.2	5.2%	-5.4%	i	7.6%	0.7%	2.1%
11	Cc1oc(-c2ccc(Cl)cc2)nc1CS(=O)CC(=O)NCCCN1CCN(Cc2ccccc2)CC1 (stereo not given)	-3.6%	1.8%	1.4	5.8µM*	-3.5%	i	?	2.8%	-0.8%
15	COc1cc(N)c(Cl)cc1C(=O)OC(C)C(=O)Nc1cccc(S(=O)(=O)N2CCOCC2)c1 (stereo not given)	8.1%	-2.9%	-2.3	?	-16.6%	i	?	1.9%	2.3%
19	CCOc1ccccc1NC(=O)c1nc(SC(C)C)ncc1Cl	.	.	.	5.4%	2.5%	.	-11.5%	26.0%	.

Continued.
entry	structure	EPAC2 ag	EPAC2 antag	CCT modulator	Nrf2 block	A549 tox	Akt phos inh	TGFb SMAD3 inh	Nrf2 ARE act	Mm-Cpn inhibitor
25	O=C(COc1ccc(Br)cc1)N1CCN(c2ccc([N+](=O)[O-])c(N3CCCCC3)c2)CC1	8.7%	-2.9%	-4.2	?	-3.6%	i	-16.4%	2.6%	0.4%
26	COc1cccc(OC)c1C(=O)Nc1c(C(=O)N2CCN(c3ccccn3)CC2)oc2ccccc12	1.9%	-0.9%	2.7	12.0%	-1.7%	i	18.2%	-0.1%	0.9%
27	COC(=O)c1n[nH]n(-c2ccc(F)c(Cl)c2)c1=O	6.7%	-3.2%	-0.6	8.9%	2.6%	i	11.4%	-1.2%	0.3%
28	CC(C)(C)c1cc(NC(=O)CSc2nncs2)n(-c2ccccc2)n1	1.5%	3.7%	-7.5	-5.9%	0.9%	i	-7.2%	0.2%	0.6%
29	COC(=O)CSc1nnc(-c2ccoc2C)n1-c1ccc(C)cc1	-1.2%	-0.6%	-0.2	-5.3%	-2.6%	i	11.5%	-0.8%	0.5%
30	Cn1nc(C(=O)N2CCN(S(=O)(=O)c3ccc(Cl)cc3)CC2)c2ccccc2c1=O	-3.0%	0.4%	-2.7	23.1µM*	-8.1%	i	?	0.1%	2.1%
31	CCOc1ccccc1/C=C(\NC(=O)c1ccccc1)C(=O)NCCC(=O)O	-0.9%	5.4%	-1.7	2.8%	4.4%	i	2.4%	0.5%	0.9%
32	O=C(N[C@@H](Cc1ccccc1)C(=O)N1CCC2(CC1)NCCc1[nH]cnc12)c1cccc(F)c1	-2.1%	-11.9%	-1.1	-17.3%	?	i	11.5%	-0.4%	-0.1%
33	CC(C)c1nnc(NC(=O)CCc2ccccc2)s1	10.7%	0.5%	-0.6	2.1%	1.0%	i	2.5%	-0.3%	1.4%
34	CN(C(=O)c1ccc(S(=O)(=O)N2CCCC2)cc1)C1CCCCC1	-3.5%	6.3%	0.1	15.1%	5.2%	i	7.7%	9.7%	-3.6%
35	NNc1nc(-c2ccccc2)c2cc(Br)ccc2n1	2.3%	-19.8%	0.5	-24.2%	-4.4%	i	4.4%	-0.8%	-12.4%
36	CC(=O)Nc1ccc(S(=O)(=O)Nc2cccc(N(C)S(C)(=O)=O)c2)cc1	20.3%	-0.8%	1.4	.	-7.7%	i	-18.0%	0.2%	.
37	COC(=O)C(NC(C)=O)(Nc1nc2c(s1)CCCC2)C(F)(F)F (stereo not given)	6.8%	6.4%	0.6	.	-3.1%	i	-42.9%	-0.5%	1.2%
38	Nc1c(N(Cc2ccco2)C(=O)c2ccc(Cl)cc2)c(=O)[nH]c(=O)n1Cc1ccccc1	-3.7%	11.6%	-4.1	-0.6%	-3.6%	i	-3.9%	-0.3%	-1.0%
39	CCOC(=O)c1c(C)[nH]c(C(=O)N2CCC(C(=O)OCC)CC2)c1C	-3.8%	3.8%	1.6	0.1%	0.9%	i	1.0%	-0.4%	-4.4%
40	O=C(O)c1ccc(COc2ccc(CO)cc2Cl)cc1	6.5%	0.5%	-3.2	16.1%	1.2%	i	-0.3%	-0.3%	0.5%
41	Oc1c(C(Nc2cccc(C(F)(F)F)c2)c2cccnc2)ccc2cccnc12 (stereo not given)	0.5%	-3.5%	1.0	-4.0%	-1.6%	i	?	7.9%	2.0%
